Screening data deposited in PubChem by several laboratories.
Tat transport: E. coli Tat transport inhibition; actives 0.036% (n = 340,000); E. coli MC4100 TorA-mCherry Tat export, fluorescence; inhibition, % at 10 µM;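 active = mean replicate inhibition at least 50% and at least half of replicates individually reaching 50%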;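 also: exported cargo escapes ClpAP degradation while cytoplasmic cargo is degraded and loses fluorescence; 0% = median of neutral control wells and 100% = median of NaSCN control wells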
DAGLB inh: blocks human DAGLB lipase activity; Q8NCG7; HEK293T DAGLB membrane lysate, EnzChek fluorogenic substrate; inhibition, % at 5.17 µM; actives 0.059% (n = 340,000); AID 504411; in the data active = inhibition above about 34%;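 also: 0% = enzyme with vehicle and 100% = wells lacking enzyme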
phage Ecoli inh: E. coli growth loss with phage present; AID 651602; inhibition, % at 11.9 µM; actives 0.26% (n = 360,000); growth absorbance; in the data active = inhibition above about 11%
PfHsp90 set2: inhibits growth of yeast expressing Plasmodium falciparum Hsp90 | S. cerevisiae expressing PfHsp90, BacTiter-Glo ATP, 48 h; yeast lacking PDR1 and PDR3 efflux regulators | inhibition, % at 9.4 µM | actives 0.32% (n = 310,000) | AID 504621;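 active = every replicate shows inhibition above about 80%, whatever the replicate mean, limit read from the data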;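 also: 0% = DMSO neutral controls and 100% = 20 µM radicicol positive controls; yeast relying on Plasmodium falciparum Hsp90 in place of its own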
Ecoli viability: counter-screen for AddAB inhibitors: E. coli growth inhibition. actives 0.27% (n = 330,000). AID 449728. E. coli V3065 growth, OD600 absorbance, 18 h. inhibition, % at 11.9 µM;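 active = inhibition above the campaign's mean inhibition across all tested compounds plus 3 SD, cut at about 9.9% in these data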;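 also: uninfected addAB+ strain grown without phage in ampicillin broth; 0% = DMSO wells and 100% = ciprofloxacin 0.95 µg/ml wells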
PvdQ acylase: P. aeruginosa PvdQ acylase inhibition. purified PvdQ acylase, fluorescence plate reader. inhibition, % at 10 µM. actives 0.063% (n = 340,000). AID 488965; in the data active = inhibition above about 30%, passing the limit was not always enough;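 also: 0% = vehicle neutral wells and 100% = reference inhibitor wells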
Rtt109 HAT inh: inhibitors of Candida albicans Rtt109/Vps75 histone acetyltransferase; inhibition, % at 34.9 µM; purified Rtt109/Vps75, ThioGlo CoA-SH fluorescence, 4 h; actives 0.16% (n = 330,000); AID 540336; Q5AAJ8;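 active = inhibition of at least 50% in every replicate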
Target sequence (Q5AAJ8 whole entry, looked up): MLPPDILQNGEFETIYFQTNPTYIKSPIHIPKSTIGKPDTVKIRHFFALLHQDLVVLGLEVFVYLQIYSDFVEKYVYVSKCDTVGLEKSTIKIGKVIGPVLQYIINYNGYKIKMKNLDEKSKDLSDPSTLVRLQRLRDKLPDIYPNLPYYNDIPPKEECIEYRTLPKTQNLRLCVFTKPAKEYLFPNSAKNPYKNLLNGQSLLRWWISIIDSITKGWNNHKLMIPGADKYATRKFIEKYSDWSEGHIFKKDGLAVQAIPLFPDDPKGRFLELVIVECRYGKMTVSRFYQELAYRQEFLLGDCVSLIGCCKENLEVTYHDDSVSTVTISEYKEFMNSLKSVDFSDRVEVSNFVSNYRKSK
CAL PDZ FP: blocks peptide binding to human CAL PDZ domain; Q9HD26; purified CAL PDZ, TMR-peptide fluorescence polarization, 1 h; inhibition, % at 20 µM; actives 0.02% (n = 330,000); AID 504414;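 active = highest replicate inhibition of at least 40%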;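 also: plate controls were DMSO neutral control wells for no effect and unlabeled competitor peptide control wells for full effect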
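Material: tagged CAL PDZ domain; buffer or medium: 25 mM sodium phosphate pH 7.4, 150 mM NaCl, TCEP, IgG, Thesit; compound dosing: single point, 20 µM; schedule: 1 h incubation at room temperature before polarization reading; measured by: FP readout, S and P plane fluorescence; read-out basis: percent inhibition from loss of millipolarization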
AddAB inh: less growth of phage-infected E. coli with AddAB | actives 0.29% (n = 330,000) | inhibition, % at 11.9 µM | E. coli expressing H. pylori AddAB, absorbance growth; in the data active = inhibition above about 12%;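 also: 0% = vehicle wells of infected cells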
Wnt act: activates Wnt/beta-catenin signaling in a reporter cell assay; actives 1.2% (n = 300,000); activation, % at 9.35 µM; AID 743398; activator, plate reader; in the data active = activation above about 30%, passing the limit was not always enough;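 also: 0% = neutral control wells and 100% = positive control wells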
An asterisk follows results filed as active; x = no result given. An unsorted share of the library; 1.9% or so of the library scored in one or more.

SMILES | Tat transport | DAGLB inh | phage Ecoli inh | PfHsp90 set2 | Ecoli viability | PvdQ acylase | Rtt109 HAT inh | CAL PDZ FP | AddAB inh | Wnt act
OC(CNCc1ccccc1)COc1ccccc1 (stereo unspecified) | 6 | -2 | 0.6 | 30 | -0.9 | -15 | -20 | 0.2 | 0.0 | 0
O=C(NCc1ccccn1)C1CCC(CNS(=O)(=O)c2cccc3nsnc23)CC1 (stereo unspecified) | -5 | 1 | 2.3 | 14 | 3.1 | 8 | 22 | 0.0 | 1.1 | 1
O=C(O)c1cc2c(cc1NC(=O)C1CCCC1)OCCO2 | -1 | -2 | 1.1 | -9 | 0.1 | -10 | 1 | -0.6 | 3.3 | 0
Cc1cc(NC(=O)CS(=O)CC(=O)Nc2c(C)cccc2C)ccc1-n1cnnn1 (stereo unspecified) | 2 | 1 | 0.1 | 2 | -0.8 | -11 | -3 | -0.1 | 4.4 | -1
CCOc1ccc(/C=C2/C(=O)N(c3ccc(OC)cc3)C(=S)N2CC(=O)OC)cc1OCC | -6 | -4 | 3.6 | -8 | -2.2 | 7 | -3 | -0.5 | 3.9 | -10
O=C1C2CCCCN2C(=O)N1CCCCN1CCN(c2cccc(Cl)c2)CC1 (stereo unspecified) | -5 | 0 | -0.2 | -5 | -1.6 | 6 | 2 | -0.2 | 5.2 | 0
CN1C(=O)C2(c3ccccc31)C1CCCC=C1C(C#N)=C(N)C2(C#N)C#N (stereo unspecified) | 4 | -5 | 1.5 | -100 | 0.6 | -13 | -26 | 0.2 | -0.2 | x
Cc1ccc(C(=O)Nc2ncccc2O)cc1S(=O)(=O)N1CCCCC1 | 7 | -1 | -0.1 | x | 2.2 | 4 | 3 | -2.8 | -2.5 | 0
O=C1CC(c2ccco2)CC2=C1C1c3ccccc3C(=O)N1c1ccccc1N2 (stereo unspecified) | -6 | 1 | 0.6 | 9 | 3.8 | -11 | 7 | -1.0 | 4.2 | -2
O=C1CCC/C(=N\NC(=O)c2ccc(COc3ccccc3-c3ccccc3)cc2)C1 | 12 | 0 | 4.7 | -2 | -1.5 | -15 | 5 | -2.9 | 0.1 | 0
Cc1cc(C(c2nnnn2Cc2ccccc2)N2CCOCC2)c(C)n1-c1ccc2c(c1)OCO2 (stereo unspecified) | 0 | 2 | x | 0 | -1.6 | -14 | x | -1.8 | -1.2 | x
O=C(Nc1cccc(Cl)c1)c1ccc2c(c1)SC1=NS(=O)(=O)CCN12 | -4 | 1 | 1.5 | -13 | x | -1 | -1 | -4.6 | x | -3
COc1ccc(NC(=O)C(CC(=O)O)Cc2ccccc2)cc1 (stereo unspecified) | 0 | -1 | 1.4 | x | 2.3 | -1 | -10 | -0.7 | 6.2 | x
CCOc1ccc(NC(=O)CNc2cccc(S(=O)(=O)N3CCCCCC3)c2)cc1OCC | 3 | -2 | 0.1 | -14 | 1.6 | -13 | -3 | -0.2 | -0.3 | -5
CCC(CC)C(=O)c1c[nH]c(C(=O)NCc2ccccn2)c1 | -1 | 2 | 2.4 | 1 | -2.4 | -27 | 0 | -0.2 | -0.8 | -1

Among those listed so far, these have a halogen.
SMILES | Tat transport | DAGLB inh | phage Ecoli inh | PfHsp90 set2 | Ecoli viability | PvdQ acylase | Rtt109 HAT inh | CAL PDZ FP | AddAB inh | Wnt act
O=C1C2CCCCN2C(=O)N1CCCCN1CCN(c2cccc(Cl)c2)CC1 (stereo unspecified) | -5 | 0 | -0.2 | -5 | -1.6 | 6 | 2 | -0.2 | 5.2 | 0
O=C(Nc1cccc(Cl)c1)c1ccc2c(c1)SC1=NS(=O)(=O)CCN12 | -4 | 1 | 1.5 | -13 | x | -1 | -1 | -4.6 | x | -3

Additional records:
SMILES | Tat transport | DAGLB inh | phage Ecoli inh | PfHsp90 set2 | Ecoli viability | PvdQ acylase | Rtt109 HAT inh | CAL PDZ FP | AddAB inh | Wnt act
Cc1cc(=O)c2c([nH]1)c(C)cc1[nH]c(C)c(C)c12 | 9 | -4 | 1.1 | -15 | -1.2 | -3 | -46 | 0.0 | -1.8 | 2
Cc1ccc(S(=O)(=O)Nc2ccc3ccccc3c2)cc1 | 6 | -2 | 2.7 | -74 | x | -7 | 5 | -3.9 | x | -1
Cc1ccc(/C=C/C(=O)NC(C)c2ccccc2)cc1 (stereo unspecified) | 2 | -1 | 3.8 | 3 | -0.6 | 3 | 17 | -4.5 | 4.0 | -3
O=C1c2ccccc2C(Nc2ccc3nc(-c4cccnc4)[nH]c3c2)N1Cc1ccco1 (stereo unspecified) | -14 | 2 | 1.8 | 24 | -1.3 | -12 | -10 | -0.2 | -3.3 | 0
Cc1sc2ncnc(SCC(=O)N3CCCC(C(N)=O)C3)c2c1C (stereo unspecified) | -2 | 2 | 3.1 | 17 | 3.2 | -7 | -6 | -2.4 | 4.3 | 1
CCOC(=O)CN(C(=O)CSc1nnc(Cc2ccccc2)n1-c1ccc(C)cc1)c1ccccc1 | 16 | 0 | 3.8 | -12 | -0.6 | -8 | 19 | -1.0 | 2.9 | x
C[C@H](Cc1ccccc1)Nc1ncnc2c1ncn2[C@@H]1O[C@H](CO)[C@@H](O)[C@H]1O | 6 | 1 | 4.7 | -2 | -2.0 | -10 | 2 | 0.5 | -5.1 | 7
Cn1cc(/C=N/NC(=O)c2ccccc2O)c2ccccc21 | -1 | 2 | 4.4 | -1 | -0.1 | -9 | 5 | -0.4 | 1.9 | 4
COc1ccc(S(=O)(=O)c2c(O)c3ccc(C(=O)Nc4cccc(F)c4)cc3[nH]c2=O)cc1 | -5 | 5 | -2.3 | -34 | 0.3 | -3 | 5 | -9.9 | 4.0 | -1
CN(Cc1nc(CCc2ccccc2)no1)Cc1cccs1 | 10 | -18 | 3.2 | x | 0.2 | -6 | 6 | -0.9 | 3.3 | 8
C=CCn1c2ccccc2c2nnc(SC(CC)C(=O)Nc3sc4c(c3C#N)CCCC4)nc21 (stereo unspecified) | -7 | -3 | 1.6 | -15 | -3.0 | 9 | 21 | -6.6 | 1.0 | x

Entries of single compounds from above. Order of values: Tat transport, DAGLB inh, phage Ecoli inh, PfHsp90 set2, Ecoli viability, PvdQ acylase, Rtt109 HAT inh, CAL PDZ FP, AddAB inh, Wnt act
CN(Cc1nc(CCc2ccccc2)no1)Cc1cccs1 in the list: 10, -18, 3.2, x, 0.2, -6, 6, -0.9, 3.3, 8
O=C1c2ccccc2C(Nc2ccc3nc(-c4cccnc4)[nH]c3c2)N1Cc1ccco1 (stereo unspecified) in the list: -14, 2, 1.8, 24, -1.3, -12, -10, -0.2, -3.3, 0

Pulled by structure from the list above, 4 records:
SMILES | Tat transport | DAGLB inh | phage Ecoli inh | PfHsp90 set2 | Ecoli viability | PvdQ acylase | Rtt109 HAT inh | CAL PDZ FP | AddAB inh | Wnt act
C=CCn1c2ccccc2c2nnc(SC(CC)C(=O)Nc3sc4c(c3C#N)CCCC4)nc21 (stereo unspecified) | -7 | -3 | 1.6 | -15 | -3.0 | 9 | 21 | -6.6 | 1.0 | x
Cc1sc2ncnc(SCC(=O)N3CCCC(C(N)=O)C3)c2c1C (stereo unspecified) | -2 | 2 | 3.1 | 17 | 3.2 | -7 | -6 | -2.4 | 4.3 | 1
COc1ccc(S(=O)(=O)c2c(O)c3ccc(C(=O)Nc4cccc(F)c4)cc3[nH]c2=O)cc1 | -5 | 5 | -2.3 | -34 | 0.3 | -3 | 5 | -9.9 | 4.0 | -1
O=C1c2ccccc2C(Nc2ccc3nc(-c4cccnc4)[nH]c3c2)N1Cc1ccco1 (stereo unspecified) | -14 | 2 | 1.8 | 24 | -1.3 | -12 | -10 | -0.2 | -3.3 | 0
